Abeta rescue: restores growth of yeast expressing A-beta42 peptide; yeast expressing A-beta42, growth rescue, OD600, 48 h; response scale: 0% DMSO, 100% iron-clioquinol control; Potency, µM (doses to about 46.1 µM), inactives show at the highest dose growth rescue, most hits filed as activators; 410,000 tested, 0.063% active; further: nearly all actives have a fitted effect of over 55% in size
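Yeast A-beta toxicity model in growth medium with pinned compounds, 48 h at 30 C; growth read as absorbance at 600 nm. Normalized to FeCl3/clioquinol equimolar mix (positive) and DMSO (negative).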
FUS yeast rescue: suppressors of FUS proteinopathy in yeast | S. cerevisiae FUS-expressing, growth rescue, OD600, 24 h | Potency, µM (series often up to 76.6 µM), for the others: at the highest dose growth rescue (activation), usual class: activators | 390,000 tested, 0.24% active | AID 1347120;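 further: plate controls were DMSO vehicle for no effect and reference control for full effect; nearly all actives have a fitted effect of over 55% in size; some results filed as inactive show a strong effect at the top dose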
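Cultures pregrown in 2.5% raffinose medium are shifted to minimal medium containing 2% galactose to express toxic FUS. Compounds are tested at several concentrations. After 24hr at 30C, growth is quantified at 600 nm absorbance.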
* = called active by the depositor; u = inconclusive. The call rests on the fitted dose curve; in most records, active means well fitted activation curve with a large enough effect; inconclusive means small, poorly fitted or top-dose-only effect; inactive means no such curve, though single readings can be large or run the other way. Potency means the concentration at half of the fitted maximal effect.

SMILES	Abeta rescue	FUS yeast rescue
COc1ccccc1N1CCN(c2nc3ccc(C(=O)c4ccccc4)cc3n3c(C)nnc23)CC1	-2%	-13%
CCCCN(CCCC)CCNC(=O)c1cn(C)c2ccc(S(=O)(=O)N3CCOCC3)cc2c1=O	-14%	11%
CCc1ccc(S(=O)(=O)Nc2ccc(-c3ccc(N4CCCC4)nn3)cc2)cc1	-4%	5%
O=C(Nc1ccc(-c2nc3cc(NC(=O)c4ccc(Cl)cc4)ccc3o2)cc1)c1ccc(Cl)cc1	-12%	-7%
CC(=O)c1cccc(NC(=O)CSc2nnc3ccc(-c4ccc(C)cc4)nn23)c1	-3%	18%
O=C(c1ccco1)n1nc(-c2ccc(Cl)cc2)nc1NCc1ccccc1	-8%	1%
CCOC(=O)c1c(C)[nH]c(C)c1S(=O)(=O)N1CCCC(C(=O)NCc2ccccc2Cl)C1 (centres undefined)	-6%	36%
COc1ccc(OC)c(NC(=O)c2c(NCc3sccc3C)sc3c2CCCCC3)c1	-1%	u
O=C(NCc1ccc(F)cc1)C1CCN(C(=O)c2cnn(-c3ccccc3)c2-n2cccc2)CC1	2%	31%
CC(CNC(=O)Cn1c(-c2cccs2)cc2cc(Cl)ccc21)c1ccccc1 (centres undefined)	3%	-18%
CCCSCCCNC(=O)C1CCN(C(=O)c2cnn(-c3ccccc3)c2-n2cccc2)CC1	-18%	u
COc1ccc(F)cc1S(=O)(=O)NCCc1sc2nc(-c3ccc(F)cc3)nn2c1C	5%	30%
Cc1nnc(N2CCN(c3ccccc3F)CC2)c2c1nnn2Cc1ccccc1	-11%	-10%
COc1ccc(-n2nc3ccc(NC(=O)COc4ccc(C)c(C)c4)cc3n2)cc1	-7%	-11%
CC(=O)c1cccc(NC(=O)CCn2nc(C)c(S(=O)(=O)N3CCCCC3)c2C)c1	-22%	10%
O=C(Cn1c(=O)n(-c2ccccc2)c(=O)c2c3c(sc21)CCCC3)Nc1ccc(F)cc1	16%	-34%
Cc1ccsc1CN(C(=O)COc1cccc(C)c1C)C1CCS(=O)(=O)C1 (centres undefined)	4%	38%
C=C(C)CSc1nc(-c2ccccc2)cc(-c2ccc(OC)cc2)c1C#N	-5%	-8%
COc1ccc(CCNC(=O)Cn2nnc(-c3cccc(C(F)(F)F)c3)n2)cc1OC	-9%	-12%
CCOC(=O)c1c(NC(C)=O)c2c3c(sc2n1Cc1nc(-c2cccc(Cl)c2)oc1C)CCCC3	-3%	-28%
CCCCSCCCNC(=O)c1cn(C)c2ccc(S(=O)(=O)N3CCCCC3)cc2c1=O	-21%	3%
CCOc1ccc(NC(=O)CS(=O)(=O)Cc2nc(-c3ccc(C)cc3)oc2C)cc1	-6%	-27%
Cc1ccn2c(Nc3ccc(C(C)C)cc3)c(-c3cccs3)nc2c1	-8%	-6%
Cc1ccc(NC(=O)N2CCC(n3c(C)nc4cccnc43)CC2)c(Cl)c1	-16%	-13%
CCOc1ccc(NC(=O)c2cc3c(-c4ccccc4F)nn(C)c3s2)cc1	-18%	-6%
Cc1oc2ccc(O)c(CN3CCN(Cc4ccccc4)CC3)c2c1C(=O)Nc1ccccc1	-1%	28%
CCn1c(=O)c2cc(C(=O)NCc3cc(OC)ccc3OC)sc2c2ccccc21	-12%	-5%
Cc1cccc(N2CCN(C(=O)CS(=O)(=O)c3cccc4nsnc34)CC2)c1C	-4%	u
COc1ccccc1S(=O)(=O)Cc1ccc(C(=O)N2CCN(c3cc(Cl)ccc3C)CC2)o1	-14%	11%
COc1ccc(S(=O)(=O)NCC(c2ccco2)S(=O)(=O)c2ccc(C)cc2)cc1C (centres undefined)	-13%	35%
COc1ccccc1N1CCN(C(=O)CSc2n[nH]c(-c3ccccc3)n2)CC1	-9%	15%
Cc1ccc(NC(=O)NC(C)c2c(-n3cccc3)sc(C)c2C)cc1F (centres undefined)	u	-13%
COc1cc(OC)cc(-c2nnc(SCC(=O)c3ccc([N+](=O)[O-])cc3)o2)c1	-17%	6%
Oc1ccc(Cl)cc1C1=Nc2ccccc2N=C(c2cccc(Br)c2)C1	1%	12%
COc1ccc(C(=O)OCc2cc(=O)n3nc(-c4cccs4)sc3n2)cc1	-19%	21%
CC(C)CCNS(=O)(=O)c1ccc(N2CCCCS2(=O)=O)cc1	-13%	-20%
COCCCn1c(=N)c(C(=O)NC2CCCC2)cc2c(=O)n3ccccc3nc21	-10%	-8%
COCCn1c(CCC(=O)Nc2ccc(OC)c(OC)c2)nc2cccnc21	-7%	-12%
O=C(c1cccc([N+](=O)[O-])c1)N1c2nc(-c3ccco3)nn2C2(CCCCC2)[C@@H]2CCCC[C@@H]21	-4%	u
CC(=O)N1c2ccccc2CC1C(=O)N1CCN(c2cc(Cl)ccc2C)CC1 (centres undefined)	16%	u
COc1ccc(N(C(=O)c2ccc(C(C)(C)C)cc2)S(=O)(=O)c2ccc(Cl)cc2)cc1	-13%	26%
CCOC(=O)c1ccc(NC(=O)CSc2nc(-c3ccc(F)cc3)cc(C(F)(F)F)c2C#N)cc1	4%	4%
CCCN(CCC)c1nn2c(=O)c(C(=O)NCc3cccc(OC)c3)cnc2s1	-20%	39%
COc1ccc2c(CNCCc3cccs3)c(C(=O)O)n(Cc3ccc(F)cc3Cl)c2c1	-13%	37%
O=C1Nc2ccccc2Oc2cc(Oc3ccc(Cl)cc3)ccc21	-5%	-6%
COc1cccc(NS(=O)(=O)c2ccc3[nH]cc(C(=O)NCCc4ccccc4)c(=O)c3c2)c1	-7%	-1%
Cc1cccc(N2C(=O)CCSC23C(=O)N(Cc2ccc(F)cc2)c2ccccc23)c1 (centres undefined)	-21%	19%
CCc1ccc(CNC(=O)CCn2c(=O)c3cccn3c3ccc(F)cc32)cc1	-9%	1%
COc1ccc(C(=O)Nc2ccc(OCc3cc(=O)n4ccccc4n3)cc2)cc1	-12%	0%
Cc1c(C(=O)N(C)C)sc2c1c(=O)n(-c1ccccc1C(F)(F)F)c(=O)n2Cc1ccccc1C#N	5%	-6%
Additional entries follow:
SMILES	Abeta rescue	FUS yeast rescue
COc1ccc(NC(=O)CSc2oc(-c3ccc(C)cc3)nc2S(=O)(=O)c2ccc(C)cc2)c(OC)c1	-14%	-7%
CCOc1ccc(-c2cc3c(=O)n(CC(=O)Nc4c(C)cccc4C)ccn3n2)cc1	-5%	-1%
CCN(CCCNC(=O)c1cc2c(=O)[nH]c3ccc(C)cc3c2s1)Cc1ccccc1	-7%	16%
CCc1cccc(NC(=O)CN2C=NS(=O)(=O)c3ccccc32)c1	-13%	-16%
COc1cccc(C2CC(=O)Nc3c2c(=O)[nH]c2nc4ccccc4n32)c1 (centres undefined)	-19%	-11%
CCn1cc(C(=O)N2CCN(c3cc(Cl)ccc3C)CC2)c(=O)c2cc(S(=O)(=O)N3CCOCC3)ccc21	-10%	u
CNS(=O)(=O)c1cn(CC(=O)Nc2ccc(OC)cc2OC)cc1S(=O)(=O)NC	-10%	5%
COc1cccc(NC(=O)Cn2c(=O)n(CCCCC(=O)NCc3ccc4c(c3)OCO4)c(=O)c3ccccc32)c1	-2%	29%
COc1cccc(CNC(=O)c2cc3c(s2)-c2ccccc2OC3)c1	-5%	35%
CN(C)c1ccc(CNC(=O)Cn2ccc3cc(S(=O)(=O)N4CCCCCC4)ccc32)cc1	-13%	26%
COc1ccc(CNc2nc(-c3ccco3)nn2C(=O)CC(C)C)cc1	-2%	-4%
COc1cccc(CSc2nc3ccncc3n2CC(=O)Nc2ccc(OC)c(OC)c2OC)c1	-16%	5%
Cc1cc(C)c(S(=O)(=O)NCC(c2ccco2)N2CCN(c3ccccc3)CC2)c(C)c1 (centres undefined)	15%	-5%
CCOC(=O)c1c(C)[nH]c(C)c1S(=O)(=O)N1CCCC(C(=O)Nc2ccc(F)cc2F)C1 (centres undefined)	-6%	13%
COc1cccc(CN2C(=O)N(c3ccc(C)cc3)C(=O)C2CC(=O)Nc2cc(OC)cc(OC)c2)c1 (centres undefined)	-6%	26%
CCC(=O)N1CCc2cc(Br)cc(S(=O)(=O)CCC(=O)NCCc3ccc(Cl)cc3)c21	3%	-15%
COc1ccccc1CNC(=O)CSc1cc(C)[nH]c(=O)n1	-19%	-15%
CC(C)c1ccc(NC(=O)CSC2=Nc3ccccc3C3=NC(CCC(=O)NCc4cccs4)C(=O)N23)cc1 (centres undefined)	-16%	-3%
O=C(COCc1cc(-c2ccco2)on1)Nc1cccc(Cl)c1Cl	-19%	16%
CC(C)c1ccc(S(=O)(=O)c2nnn3c2nc(N2CCCCC2)c2sccc23)cc1	-5%	13%

Sorted by formula weight (largest number first): 17 of the compounds above
SMILES	Abeta rescue	FUS yeast rescue
CC(C)c1ccc(NC(=O)CSC2=Nc3ccccc3C3=NC(CCC(=O)NCc4cccs4)C(=O)N23)cc1 (centres undefined)	-16%	-3%
COc1cccc(NC(=O)Cn2c(=O)n(CCCCC(=O)NCc3ccc4c(c3)OCO4)c(=O)c3ccccc32)c1	-2%	29%
COc1ccc(NC(=O)CSc2oc(-c3ccc(C)cc3)nc2S(=O)(=O)c2ccc(C)cc2)c(OC)c1	-14%	-7%
CCC(=O)N1CCc2cc(Br)cc(S(=O)(=O)CCC(=O)NCCc3ccc(Cl)cc3)c21	3%	-15%
COc1cccc(CSc2nc3ccncc3n2CC(=O)Nc2ccc(OC)c(OC)c2OC)c1	-16%	5%
CCOC(=O)c1c(C)[nH]c(C)c1S(=O)(=O)N1CCCC(C(=O)Nc2ccc(F)cc2F)C1 (centres undefined)	-6%	13%
CN(C)c1ccc(CNC(=O)Cn2ccc3cc(S(=O)(=O)N4CCCCCC4)ccc32)cc1	-13%	26%
Cc1cc(C)c(S(=O)(=O)NCC(c2ccco2)N2CCN(c3ccccc3)CC2)c(C)c1 (centres undefined)	15%	-5%
CC(C)c1ccc(S(=O)(=O)c2nnn3c2nc(N2CCCCC2)c2sccc23)cc1	-5%	13%
CCN(CCCNC(=O)c1cc2c(=O)[nH]c3ccc(C)cc3c2s1)Cc1ccccc1	-7%	16%
CCOc1ccc(-c2cc3c(=O)n(CC(=O)Nc4c(C)cccc4C)ccn3n2)cc1	-5%	-1%
O=C(COCc1cc(-c2ccco2)on1)Nc1cccc(Cl)c1Cl	-19%	16%
COc1cccc(C2CC(=O)Nc3c2c(=O)[nH]c2nc4ccccc4n32)c1 (centres undefined)	-19%	-11%
COc1ccc(CNc2nc(-c3ccco3)nn2C(=O)CC(C)C)cc1	-2%	-4%
COc1cccc(CNC(=O)c2cc3c(s2)-c2ccccc2OC3)c1	-5%	35%
CCc1cccc(NC(=O)CN2C=NS(=O)(=O)c3ccccc32)c1	-13%	-16%
COc1ccccc1CNC(=O)CSc1cc(C)[nH]c(=O)n1	-19%	-15%

Further results follow:
SMILES	Abeta rescue	FUS yeast rescue
COc1ccc(NC(=O)c2oc3ccccc3c2NC(=O)Cc2cccs2)c(OC)c1	-3%	-4%
O=C(Cn1c(=O)n(Cc2ccc(F)cc2)c(=O)c2sc3ccccc3c21)Nc1ccc(F)cc1F	7%	-7%
Clc1cccc(-n2ncc3c(N4CCCCC4)ncnc32)c1	-33%	-22%
COc1cc(NC(=O)c2cc(Cl)c(OC)c(Cl)c2)ccc1NC(=O)c1cc2ccccc2o1	-15%	-1%
Cc1ccccc1Nc1nn2c(=O)c3ccc(C(=O)NCc4ccccc4)cc3nc2s1	-22%	42%
Cc1ccc(NC(=O)c2cnn3c(C(F)F)cc(-c4ccccc4)nc23)c(C)c1	-2%	20%
Cc1ccn2c(=O)c(C(=O)NCc3ccccc3Cl)c(O)nc2c1	0%	-18%
Cc1ccc(/C=C/c2onc(C)c2S(=O)(=O)N2CCC(C(=O)Nc3ccc(Br)c(C)c3)CC2)cc1	-16%	3%
CCOC(=O)c1ccc(NC(=O)CS(=O)(=O)Cc2nc(-c3ccc(C)cc3)oc2C)cc1	-18%	-19%
CCOc1ccc(NC(=O)c2c(C)oc3nc(C)nc(N4CCCC4)c23)cc1	-2%	14%
COc1cccc(N2CCN(C(=O)c3cccn3-c3nnc(N4CCCCC4)s3)CC2)c1	-8%	23%
Cc1ccc(NS(=O)(=O)c2ccc3[nH]c4c(c3c2)CCCC4)cc1N(C)C	3%	13%
COCCCNC(=O)c1cc2c(=O)oc3ccc(C)cc3c2s1	-7%	-7%
CCOc1ccccc1NC(=O)C1CCCN1S(=O)(=O)c1ccc2c(c1)C(C)(C)C(=O)N2C (centres undefined)	14%	39%
COc1ccc(C(=O)c2cn(Cc3ccccc3F)c3cc4c(cc3c2=O)OCO4)cc1	-15%	13%
Cn1cc(S(=O)(=O)N2CCCCCC2)cc1C(=O)N1CCN(c2ccc(Cl)cc2)CC1	15%	u
COc1cc(Br)c(C2CC(=O)Nc3cc4c(cc32)OCCO4)cc1OC (centres undefined)	-3%	11%
COc1cccc(NC(c2nnc(-c3ccccc3)o2)c2ccc(F)cc2Cl)c1 (centres undefined)	2%	-2%
COc1ccc(C(=O)NCCc2nc3ccccc3[nH]2)cc1	-7%	-2%
COc1cc2nc(NCCc3ccccc3)n3nc(-c4cccnc4)nc3c2cc1OC	-3%	5%
Cc1nn2c(=O)cc(COC(=O)c3cccc(NC(=O)COc4ccccc4Cl)c3)nc2s1	-10%	11%
Cc1c(-c2ccc(Cl)cc2)c(=O)oc2c(CN3CCN(CCO)CC3)c(O)ccc12	-11%	1%
COc1ccc(CC(=O)NCCS(=O)(=O)N2CCN(c3ccccc3F)CC2)cc1OC	3%	18%
COCCNC(=O)CCn1c(=O)c2cc(OC)c(OC)cc2n(CC(=O)Nc2ccccc2C)c1=O	-14%	-23%
CC(=O)Nc1nonc1-c1nnc(SCC(=O)N(C)c2ccccc2)n1C	-6%	0%

These rows are one share of the data. The share of hits here may be higher or lower than overall.
